VLA-4 inh – inhibition in human VLA-4 binding assay, primary screen, VLA-4 allosteric modulator project, MLPCN library, flow cytometry, VLA-4 expressing cells; Integrin alpha-4 (Homo sapiens), P13612; ligand binding flow cytometry; inhibition, % (about 7 µM as worked out from the volumes in the protocol); 330,000 tested, 0.2% active; AID 2557, 2010; in the data active means inhibition above about 50%
Target sequence (P13612 whole entry, looked up): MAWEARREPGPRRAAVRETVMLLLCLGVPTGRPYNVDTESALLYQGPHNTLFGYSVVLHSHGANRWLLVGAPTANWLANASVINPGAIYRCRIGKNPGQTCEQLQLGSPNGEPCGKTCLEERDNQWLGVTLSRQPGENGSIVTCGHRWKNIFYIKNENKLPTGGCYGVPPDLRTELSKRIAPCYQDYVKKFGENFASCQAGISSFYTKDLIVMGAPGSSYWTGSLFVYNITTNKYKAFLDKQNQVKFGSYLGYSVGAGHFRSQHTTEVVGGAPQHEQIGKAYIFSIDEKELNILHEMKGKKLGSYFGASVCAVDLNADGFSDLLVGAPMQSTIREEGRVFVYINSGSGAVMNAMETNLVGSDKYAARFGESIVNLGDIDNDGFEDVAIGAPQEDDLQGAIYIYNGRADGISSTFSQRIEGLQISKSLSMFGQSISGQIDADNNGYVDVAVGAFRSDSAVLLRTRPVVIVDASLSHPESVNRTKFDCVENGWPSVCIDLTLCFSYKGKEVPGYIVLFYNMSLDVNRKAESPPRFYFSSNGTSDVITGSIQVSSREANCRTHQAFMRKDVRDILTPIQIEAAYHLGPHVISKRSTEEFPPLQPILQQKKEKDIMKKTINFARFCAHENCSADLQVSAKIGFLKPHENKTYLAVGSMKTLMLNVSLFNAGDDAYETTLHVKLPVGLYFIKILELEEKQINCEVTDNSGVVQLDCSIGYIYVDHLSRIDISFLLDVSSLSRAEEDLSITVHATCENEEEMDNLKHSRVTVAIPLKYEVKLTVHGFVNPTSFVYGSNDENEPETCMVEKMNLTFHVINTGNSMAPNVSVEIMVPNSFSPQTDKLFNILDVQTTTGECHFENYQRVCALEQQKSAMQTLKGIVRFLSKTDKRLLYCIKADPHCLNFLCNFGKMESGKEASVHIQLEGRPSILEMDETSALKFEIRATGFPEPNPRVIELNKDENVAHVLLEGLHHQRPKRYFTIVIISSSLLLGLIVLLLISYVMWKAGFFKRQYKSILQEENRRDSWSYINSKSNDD
GRK2 aptamer HTS – compounds blocking aptamer binding on GRK2 – biochemical, human GRK2, bead flow cytometry, HTS, primary screen | Beta-adrenergic receptor kinase 1 (Homo sapiens), P25098 | FAM-aptamer displacement from GRK2 | inhibition of aptamer binding, % at 10 µM | 330,000 tested, 0.59% active;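 active means inhibition of aptamer binding above 40%, roughly 3 SD of noise, on plates passing a quality check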;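 further: median bead fluorescence of bound FAM aptamer so fluorescent compounds give negative values; no value below 0 was filed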
CIT2 TOR yeast – modulators of CIT2-GFP expression in yeast, primary screen, S. cerevisiae, GFP fusion, multiplex flow cytometry, MLPCN library | S. cerevisiae CIT2-GFP strain, 3 h; 100 means same as DMSO wells | GFP response vs DMSO, % at 10 µM | 320,000 tested, 0.065% active;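 active means GFP response relative to DMSO above a set limit, near the screen mean plus 3 SD, cut at about 150% in these data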;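 further: ratio of well median GFP fluorescence to mean of DMSO wells on the plate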
RPL19A TOR yeast – RPL19A-GFP expression modulators in yeast, primary screen, cell-based, S. cerevisiae, multiplex flow cytometry, MLPCN. percent response vs DMSO, % at 10 µM. 330,000 tested, 0.3% active. S. cerevisiae RPL19A-GFP strain, 3 h; active compounds read low;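 active means percent response vs DMSO below 50%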;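 further: median channel GFP fluorescence of the barcoded RPL19A-GFP strain; ratio of sample median GFP to plate DMSO average so 100% = DMSO; lower means less RPL19A-GFP as with rapamycin TOR inhibition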
LAP4-GFP MLPCN – modulators of LAP4-GFP expression in yeast, primary screen, S. cerevisiae, multiplex flow cytometry, MLPCN library; 3 h; median GFP as percent of DMSO wells; GFP response vs DMSO, % at 10 µM; 320,000 tested, 0.34% active;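 active means GFP response vs DMSO above a set limit, about the screen mean plus 3 SD, cut at about 150% in these data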
MEP2 TOR yeast – modulators of MEP2-GFP levels in yeast, primary screen, S. cerevisiae, multiplex flow cytometry, MLPCN library | S. cerevisiae MEP2-GFP strain, 3 h; 100% = DMSO control level | GFP response vs DMSO, % at 10 µM | 330,000 tested, 0.51% active;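 active means GFP response versus DMSO above a set limit, roughly screen mean plus 3 SD, cut at about 180% in these data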;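 further: median GFP fluorescence of the barcode-gated MEP2-GFP cells per well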
Yeast superoxide – reduction of superoxide in aged yeast, primary screen, HTS; S. cerevisiae aged cells, superoxide DHE fluorescence; active compounds read low; 330,000 tested, 0.18% active; superoxide response (% of plate mean), % at 10 µM; AID 2690, 2010;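 active means superoxide response under a set limit, about three screen SD below normal, cut at about 65% in these data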;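 further: yeast aged for seven days with compound at 30 °C before DHE staining; 100% = average MFI of all compound-treated wells on the plate with controls excluded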
AGP1 TOR yeast – modulators of AGP1-GFP expression in yeast TOR pathway, primary screen, cell-based, multiplex flow cytometry, S. cerevisiae, MLPCN library; 320,000 tested, 0.02% active; 3 h; GFP as percent of DMSO wells; GFP response vs DMSO, % at 10 µM;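 active means GFP response relative to DMSO above a set limit, near screen average plus 3 SD, cut at about 150% in these data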;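 further: median GFP channel fluorescence of the gated AGP1 strain per well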
* marks the source's active call; other numbers are inactive results; nt = not tested or not shown. The order is random, and some 1.7% of all compounds hit somewhere here.

SMILES	VLA-4 inh	GRK2 aptamer HTS	CIT2 TOR yeast	RPL19A TOR yeast	LAP4-GFP MLPCN	MEP2 TOR yeast	Yeast superoxide	AGP1 TOR yeast
O=S(=O)(NCCC1CC1(Cl)Cl)c1ccc(Cl)cc1 (stereo unspecified)	-6	0	95	96	113	96	90	99
COc1ccc(-n2nc3cc(C)c(N)c(Br)c3n2)cc1	1	4	109	nt	112	104	101	63
CCNC(=S)N(CCc1c(C)[nH]c2ccc(C)cc12)Cc1cccs1	0	0	106	99	108	92	110	96
O=C(O)C/C(=C\c1ccc2c(c1)OCO2)c1nc2ccccc2s1	5	0	123	108	90	113	149	97
CCCn1c2ccccc2c2cnn(CC(=O)N(CC)CC)c(=O)c21	9	3	96	104	87	104	99	95
CCN1C(=O)/C(=C2\SC(=S)N(CCCOC)C2=O)c2ccccc21	1	0	91	92	103	96	90	93
CS(=O)(=O)Cc1ccc(C(=O)Nc2cccc(-c3nc4ccccc4[nH]3)c2)cc1	9	4	112	103	100	110	95	103
O=C1CC(CSc2ccc(Cl)cc2)=NN1	-3	0	101	94	108	88	101	103
COc1ccc2c(c1OC)C(=O)N(c1ccc(C)cc1)C2	-8	0	96	102	102	106	97	96
Clc1ccc(-c2nnc(Sc3nc4ccccc4o3)c3ccccc23)cc1	21	1	95	101	120	97	100	106
C/C(O)=C(\C#N)P(=O)(c1ccccc1)c1ccccc1	-9	0	105	97	110	105	100	107
Cc1ccc(C#N)c(SCc2ccccc2F)n1	-7	1	101	102	115	101	98	105
COc1ccccc1C(=O)NC(CCSC)C(=O)NCc1ccccn1 (stereo unspecified)	1	4	98	96	94	95	101	105
O=C1c2ccccc2C(Nc2ccccc2)N1c1cccnc1 (stereo unspecified)	0	0	103	106	98	96	91	107
O=C(CCn1cnnn1)Nc1ccc(Cl)cc1Cl	-20	1	100	109	115	115	96	98
O=c1c2ccccc2nnn1CCO	3	0	118	112	93	111	98	108
O=C(CCS(=O)(=O)c1ccccc1)Nc1ccc(-c2nc3ccccc3s2)c(O)c1	-23	0	95	106	100	94	119	98
O=C1NC(=Nc2ccccc2)S/C1=C\C=C\c1ccco1	11	6	87	100	108	99	90	85
NC(=O)c1ccccc1OCC(=O)NC12CC3CC(CC(C3)C1)C2	-15	0	104	97	99	97	97	103
CC(C)CC1CCCCC1OC(=O)CN1CCCCC1 (stereo unspecified)	-4	1	106	104	105	106	101	107
N#Cc1nc(-c2cccc3ccccc23)oc1NCCN1CCOCC1	18	1	98	98	98	95	93	99
CCc1cccc(OCCN2CCCC2)c1	10	0	103	101	97	100	83	105
Cc1ccc(CC2SC(N=C(N)N)=NC2=O)cc1 (stereo unspecified)	-14	0	84	102	88	98	136	88
O=C(NC(=S)Nc1ccccc1[N+](=O)[O-])c1cncc(Br)c1	5	0	94	107	90	98	101	94
CCN1C(=O)c2ccccc2S(=O)c2ccc(C(=O)N3CCCCCC3)cc21 (stereo unspecified)	0	0	101	103	104	101	116	105
CC(C)C(=O)N1CC(=O)Nc2ccc(F)cc2C1c1ccc(F)cc1 (stereo unspecified)	6	17	105	96	108	104	100	100
CCN(C[C@H]1N[C@@](Cc2ccccc2)(C(=O)OC)[C@H]2C(=O)N(Cc3ccccc3)C(=O)[C@@H]12)S(=O)(=O)c1ccccc1	-10	6	94	92	90	90	82	93
COc1ccc(N=C2NC(=O)C(CO)(CO)S2)cc1	4	3	103	101	97	103	98	102
CC(C)[C@H](NC(=O)OCc1ccccc1)C(=O)OCC(=O)NCCc1ccccc1	9	1	105	103	101	97	104	105
CC(=O)N1c2ccc(S(=O)(=O)NCC3CCC(C(=O)NCc4ccc(C)o4)CC3)cc2CC1C (stereo unspecified)	9	6	99	97	89	101	115	94
CCN(CC(=O)Nc1c(F)cccc1F)C(=O)CCCc1cccs1	11	2	102	101	101	100	103	105
Cc1ccc(N2C(=O)c3ccc(C(=O)N4CCOCC4)cc3C2=O)cc1C	-9	1	99	98	98	100	83	100
COC(=O)c1cccc(NC(=O)CC2C(=O)NCCN2C(=O)Nc2ccccc2)c1 (stereo unspecified)	23	1	96	97	110	105	98	97
CCOc1ccc(C(c2nnnn2Cc2ccccc2)N2CCN(C(=O)c3ccco3)CC2)cc1 (stereo unspecified)	-1	3	95	96	102	98	107	93
COc1ccc(S(=O)(=O)Nc2ccc(F)cc2)c(C)c1C	-5	2	95	97	108	97	78	103
COc1cccc(C(=O)N2CCN(Cc3ccccc3Br)CC2)c1	7	1	105	103	89	101	98	98
Nc1cc(Nc2ccccc2)ccn1	3	0	106	96	94	94	92	100
CCCCCCCNC(=O)C1(CC2CC(c3ccc(Cl)cc3)=NO2)CCN(C(=O)Cc2ccc(F)cc2)CC1 (stereo unspecified)	16	0	71	102	105	91	96	84
COc1ccc(NC(=O)c2sc3ncn(CC(=O)N4CCN(c5ccccn5)CC4)c(=O)c3c2C)c(OC)c1	-1	3	96	96	104	103	111	106
COc1ccc(-c2cc(=O)oc3cc(OC(C)C(=O)NC4CC4)ccc23)cc1 (stereo unspecified)	33	0	91	96	104	100	106	96
C=CCNC(=S)Nc1cccc(NC(=S)NCC=C)c1	6	0	101	106	97	105	107	96
O=C(Nc1nc(-c2cccs2)cs1)c1cccc(S(=O)(=O)N2CCCCC2)c1	-3	0	93	93	108	92	97	92
C1CCC2=NCCCN2CC1	-4	0	95	93	91	99	87	91
CSc1nsc(SCc2cnc(C)nc2N)n1	1	1	90	97	97	94	95	93
Cc1ccnc(NC(=O)COc2ccc3oc4c(c3c2)CCCC4)c1	4	0	82	92	88	90	106	nt
O=C(CN1CCOc2ccccc21)NC1CCCCCCC1	-19	3	101	100	100	97	105	99
Cc1ccc(OCCNC(=O)c2ccc3ccccc3n2)cc1	9	1	93	102	104	101	101	98
COc1cc2c(cc1OC)C(C1(O)CCCCC1)NCC2 (stereo unspecified)	-11	0	92	102	84	100	96	90
O=C1C(Cc2ccccc2)NC(=S)N1Cc1ccccc1 (stereo unspecified)	-5	2	102	106	98	104	89	102
Cc1c(N)cccc1-c1nc2ccccc2[nH]1	-2	0	96	104	114	99	107	102
NS(=O)(=O)c1ccc(-c2ccc(/C=N/Nc3ccc(C(=O)O)cc3)o2)cc1	-5	0	120	108	116	102	87	119
CC(=O)NC(CC(=O)Nc1ccc(S(=O)(=O)N2CCOCC2)cc1)c1ccccc1 (stereo unspecified)	5	3	94	96	93	95	106	97
Cc1ccc(S(=O)(=O)NNC(=O)c2c(O)c3ccccc3[nH]c2=O)cc1	1	0	116	102	102	101	103	105
CCCCC(=O)OCC(=O)Nc1ccc(C)c(F)c1	2	1	109	101	101	100	89	107
CSc1ccc(/C=N\NC(=O)COc2ccc(Cl)cc2Br)cc1	-3	1	100	100	95	94	89	98
COc1ccc(Cl)cc1Nc1nc(C)cc(=O)[nH]1	-9	1	99	96	101	98	89	97
O=C(CSCc1ccc(F)cc1)NCc1ccc(F)cc1	4	2	101	100	105	107	103	102
Cc1cccc(C)c1NC(=O)C1=C(O)c2sccc2N(C)S1(=O)=O	1	0	96	96	94	94	94	96
COc1ccc2oc(C(=O)NCCN3CCOCC3)c(C)c2c1OC	3	0	98	97	100	102	92	101
CCc1nc(NC2CCCCC2)c(C#N)c2c1COC(C)(C)C2	-1	2	107	98	97	101	98	101
(further entries)
SMILES	VLA-4 inh	GRK2 aptamer HTS	CIT2 TOR yeast	RPL19A TOR yeast	LAP4-GFP MLPCN	MEP2 TOR yeast	Yeast superoxide	AGP1 TOR yeast
CNC(=O)c1cc2c(s1)-c1ccccc1CC2	4	0	93	100	94	98	95	97
CC(NC(=O)c1cc(-c2ccncc2)nc2ccc(Cl)cc12)C1CCCO1 (stereo unspecified)	18	3	100	103	96	106	104	101
COc1cc([N+](=O)[O-])ccc1NC(=O)C1C2C=CC(C2)C1C(=O)O (stereo unspecified)	19	4	107	109	98	109	104	108
COCCn1c(=O)c2c(nc3n2CCCN3CCc2ccc(OC)c(OC)c2)n(C)c1=O	2	15	100	105	94	106	98	98
COc1ccccc1N1CCN(C(=O)CN(Cc2ccccc2)S(C)(=O)=O)CC1	-2	0	112	105	105	106	86	107
COc1ccc(NC(=O)C2C3C=CC(C3)C2C(=O)NCc2ccccn2)c(OC)c1 (stereo unspecified)	1	4	98	98	92	98	106	94
Cc1ccsc1/C=C/c1ccc2ccccc2n1	-9	0	102	97	111	104	90	104
Cc1cc([N+](=O)[O-])nn1CCCC(=O)N1CCN(c2ccc(F)cc2)CC1	7	4	105	97	98	103	106	102
Cc1c(/C=N/NC(=O)c2cc(Br)ccc2O)c(=O)n(C)c(=O)n1C	8	0	104	102	100	105	98	104
C=CC[N+]1(CC#CCOC(c2ccccc2)c2ccccc2)CCOCC1	2	1	90	94	97	103	92	98
CC(C)Oc1ccc(S(=O)(=O)N2CCCCC2)cc1NC(=O)C1CCC1	6	1	93	103	100	104	95	101
O=C(c1ccccc1)N1CCCN(c2nccc(C(F)(F)F)n2)CC1	4	4	95	105	111	99	95	112
COc1ccc2cnnc(SCC(=O)Nc3ccc(C(=O)O)cc3)c2c1OC	2	1	99	101	90	96	101	98
C/C=C/C=C\C(=O)Nc1cccc(C2=NOC3(C2)C[C@H](C(N)=O)N(C(=O)/C=C/C)C3)c1 (stereo partly specified)	-6	21	85	98	116	90	104	79
CC(=O)c1cc(-c2ccccc2)n(CCC(=O)NC2CCCCCC2)c1C	nt	0	96	103	100	106	94	102
CC1CCCN(C(C(=O)NC2CCCCC2)c2cc3c(cc2[N+](=O)[O-])OCO3)C1 (stereo unspecified)	8	4	94	103	96	97	107	103
Cc1ccc(/C=C/c2nc3ccccc3[nH]2)o1	7	0	90	99	112	114	107	95
CCN1C(=O)CC(N2CCN(CC(=O)NC(C)C)CC2)C1=O (stereo unspecified)	5	0	99	96	97	97	100	101
COc1ccc(OCc2nnc(SCC(N)=O)n2-c2ccccc2OC)cc1	2	0	92	96	104	99	82	99
N#C/C(C(=O)Nc1ccc(Cl)cc1)=C(/S)Nc1ccccc1	-9	1	115	101	194*	110	105	84
COc1ccc(NC(=O)CSCC(=O)Nc2ccccc2C(=O)N2CCCCC2)cc1	11	5	92	97	104	93	98	95
COc1ccc(/C=C/C(=O)c2cc3c(cc2N)OCO3)cc1	-3	0	95	99	107	106	104	86
COc1ccc(/C=C(\C#N)C(=O)N2CCOCC2)cc1Br	16	0	100	101	95	65	93	97

Screening data (PubChem BioAssay)
